# Compound activity: PubChem BioAssay, several laboratories
# V1aR counter: activates human V1a receptor in oxytocin agonist counter-screen; P37288; 320,000 compounds, 0.25% hits; AID 2797; activation, % at 3 µM; CHO-V1R cells, Fluo-8 calcium fluorescence, agonist mode; 0% DMSO, 100% 3 nM vasopressin;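 active = activation above the mean activation of all tested compounds plus 3 SD, per screening run, cut at about 20% in these data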;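 also: signal is peak over basal fluorescence ratio across a 100 second FLIPR read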
# OXTR agonist: activates the human oxytocin receptor | activation, % at 3 µM | P30559 | 320,000 compounds, 0.32% hits | AID 2435 | CHO-OTR cells, Fluo-8 calcium fluorescence; normalized: DMSO 0%, oxytocin 100%;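 active = activation above the mean of all tested compounds plus 3 SD, cutoff set per screening run, cut at about 20% in these data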;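 also: peak over basal fluorescence ratio from a 100 s FLIPR kinetic read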
# MEKK3 PB1 HTS: modulators (inhibitors or enhancers) of MEK5 binding to human MEKK3 PB1 domain | bead-based flow cytometry, Alexa488-MEK5 binding to MEKK3; actives lie on both sides; 0 = blocked by unlabeled MEK5, 100 = vehicle | Q99759 | 290,000 compounds, 1.4% hits | AID 1529 | binding response (% of control), % at 10 µM;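 active = binding response more than 3 SD above or below the average of its plate-row segment, actives on both sides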;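 also: Alexa488 bead fluorescence after subtracting the streptavidin-only scavenger bead signal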
# MEKK2 WT-MEK5: raises or lowers MEK5 binding to wildtype human MEKK2 PB1 domain | 290,000 compounds, 1.1% hits | bead flow cytometry, Alexa488-MEK5 binding to MEKK2 WT; actives lie on both sides | binding response (% of control), % at 10 µM; in the data active = binding response below about 67% or above about 130%
# MEKK2 mut-MEK5: signal of MEK5 binding to mutant human MEKK2 PB1 domain. bead flow cytometry, Alexa488-MEK5 binding to MEKK2 mutant. AID 1530. 290,000 compounds, 0.35% hits. percent response, % at 10 µM; in the data active = percent response above about 24%, passing the limit was not always enough; also: inactives centre near 1; some results filed as inactive read as strong as hits; reference of the scale not given here
# NALP1 inh: blocks the NALP1 inflammasome reconstituted in yeast. 280,000 compounds, 0.61% hits. S. cerevisiae NALP1/ASC/caspase-1 growth, X-gal OD620, 72 h. inhibition, % at 10 µM. AID 2071; in the data active = inhibition mostly above about 24%, no sharp cut-off; inactive = mostly below about 32%; also: some compounds called inactive have numbers as strong as hits
# GalR3 antagonist: human GalR3 antagonism. O60755. HEK293 GalR3-CNG cAMP membrane potential fluorescence; galR3 body fused to GalR1 C-terminus. inhibition, % at 3 µM. 360,000 compounds, 0.44% hits. AID 651719;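 active = inhibition above the screen-wide average plus 3 SD, cut at about 13% in these data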;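 also: forskolin and galanin both at EC90 stimulate the cells; cAMP rise reported by CNG channel membrane potential dye signal; 0% = forskolin plus galanin with DMSO and 100% = forskolin alone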
# PHOSPHO1 block: PHOSPHO1 (human) inhibition. Q8TCT1. recombinant PHOSPHO1, absorbance phosphatase assay. inhibition, % at 13.3 µM. 290,000 compounds, 1.1% hits. AID 1565; in the data active = inhibition above about 60%
# Target sequence (Q8TCT1 whole entry, looked up): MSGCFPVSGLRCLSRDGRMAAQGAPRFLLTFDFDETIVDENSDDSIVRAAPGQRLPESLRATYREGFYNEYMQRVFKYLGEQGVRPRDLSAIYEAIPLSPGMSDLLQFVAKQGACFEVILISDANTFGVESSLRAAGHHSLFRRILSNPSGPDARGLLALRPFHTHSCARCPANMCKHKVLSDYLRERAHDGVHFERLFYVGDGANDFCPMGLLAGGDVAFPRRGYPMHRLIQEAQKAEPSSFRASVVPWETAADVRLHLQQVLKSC
# GPR7 antagonist: human neuropeptides B/W receptor 1 antagonism; P48145; GPR7-expressing cells, fluorescence antagonist assay; inhibition, % at 4.4 µM; 290,000 compounds, 1.1% hits; in the data active = inhibition above about 16%, passing the limit was not always enough;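 also: cells stimulated with the agonist NPW; 0% = agonist with vehicle and 100% = vehicle without agonist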
# Target sequence (P48145 whole entry, looked up): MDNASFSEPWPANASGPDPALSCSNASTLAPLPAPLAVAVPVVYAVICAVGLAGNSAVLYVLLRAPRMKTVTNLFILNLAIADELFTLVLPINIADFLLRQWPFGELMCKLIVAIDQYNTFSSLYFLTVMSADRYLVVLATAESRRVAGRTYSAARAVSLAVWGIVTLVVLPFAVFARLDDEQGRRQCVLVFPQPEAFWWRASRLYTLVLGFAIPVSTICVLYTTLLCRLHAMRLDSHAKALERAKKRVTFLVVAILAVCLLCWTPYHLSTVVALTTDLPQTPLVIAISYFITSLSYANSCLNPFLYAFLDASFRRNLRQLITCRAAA
# Starred values were filed as active, the others as inactive; nt = no result given; & = joins results of further samples; ! = repeats disagree. Rows were taken by chance; 5.4% or so of the library scored in one or more.
no.	canonical_smiles	PHOSPHO1 block	MEKK2 WT-MEK5	GPR7 antagonist	V1aR counter	MEKK3 PB1 HTS
1	COc1ccccc1OS(=O)(=O)c1ccc(NC(C)=O)cc1	29.9	101.0	2.5	2.1	91.0
2	COc1cc(OC)cc(C(C(=O)NCc2ccccc2)N(Cc2ccco2)C(=O)c2ccno2)c1 (configuration not stated)	-9.3	122.0	-5.0	0.6	126.0
3	Cc1ccc2oc(-c3cccc(NC(=O)c4cc(-n5cnnc5)ccc4Cl)c3)nc2c1	-14.1	91.0	6.9	0.0	93.0
4	CCOc1c(C)cc(-c2ncccc2O)cc1C	10.5&-6.4	96.0&123.0	12.3&0.2	-0.6&-0.6	130.0*!
5	O=C(CSc1nnc(NC(=O)c2c(F)cccc2Cl)s1)Nc1ccccc1F	27.0	105.0	7.0	0.1	103.0
6	CCC(=O)Nc1ccc(NC(=S)NC(=O)c2oc3ccccc3c2C)cc1	-1.0	96.0	-9.2	1.1	94.0
7	CCC1CCCCN1Cc1nc2c(c(=O)n(C)c(=O)n2C)n1CCCc1ccccc1 (configuration not stated)	32.6	110.0	nt	-0.3	104.0
8	CN1CCN(c2ccccc2NC(=O)c2cc3ccccc3o2)CC1	12.2	112.0	0.1	-0.4	100.0
9	Cc1cc(NC(=O)c2ccc3c(c2)C(=O)N(CCC(C)C)C3=O)no1	-2.6	104.0	-10.0	1.7	100.0
10	O=C1/C(=C/c2cccc(Cl)c2)SC(=S)N1CCC(=O)N1CCCCC1CCO (configuration not stated)	38.2	98.0	0.7	2.7	94.0
11	CC(=O)c1c(C)nn(CC(O)COc2ccc3ccccc3c2)c1C (configuration not stated)	28.3	88.0	-9.0	8.3	99.0
12	CCOc1ccc(NC(=O)CNC(=O)c2cccs2)cc1	46.6	95.0	-11.4	-0.2	95.0
13	O=C(CN1C(=O)c2ccccc2C1=O)NNC1=NS(=O)(=O)c2ccccc21	10.3	97.0	-12.0	0.3	93.0
14	COc1cc2c(cc1NC(=O)CSc1ccc(Cl)cc1)oc1ccccc12	-2.4	133.0	-5.3	0.8	107.0
15	CCOC(=O)C1=NN(C(C)=O)C2C(=O)N(CC)C(=O)C12 (configuration not stated)	55.7	103.0	-14.3	-0.5	100.0

no.	OXTR agonist	MEKK2 mut-MEK5	GalR3 antagonist	NALP1 inh
1	2.6	2.0	-5.4	-16.6
2	4.7	6.0	nt	-1.3
3	-1.1	3.0	-6.2	10.1
4	-1.6&-2.2	0.0&6.0	-6.0&-2.4	11.0&-1.4
5	0.9	6.0	2.5	6.9
6	1.0	-1.0	-2.9	37.9
7	-1.2	12.0	nt	nt
8	-0.1	3.0	-5.3	21.7
9	-0.1	3.0	-5.0	5.6
10	-0.1	-10.0	-6.0	19.1
11	5.1	-10.0	-3.8	17.9
12	0.6	-6.0	-0.2	5.9
13	-1.0	-1.0	-1.9	32.4
14	0.7	21.0	-3.5	34.5
15	0.5	-2.0	7.0	nt

# Next section.
no.	canonical_smiles	PHOSPHO1 block	MEKK2 WT-MEK5	GPR7 antagonist	V1aR counter	MEKK3 PB1 HTS
16	Cc1ccc(Nc2nnc(C(C)(C)C)c(=O)n2N)cc1	-1.0	111.0	-7.7	0.1	103.0
17	CCOc1cc(/C=N/NC(=O)c2cc(-c3ccccc3)nc3ccccc23)ccc1O	-5.7	97.0	-8.6	3.6	102.0
18	Cc1cccc(S(=O)Cc2ccc(C(=O)N3CCN(C(=O)c4ccco4)CC3)o2)c1 (configuration not stated)	15.4	104.0	-9.1	0.9	101.0
19	CCOCC(=O)Nc1nnc(SCCOC)s1	24.5	90.0	-8.4	0.8	87.0
20	COc1ccc(S(=O)(=O)N(C)c2ccc(C(=O)Nc3ccccc3C(=O)N3CCOCC3)cc2)cc1OC	33.4	108.0	-30.5	-0.5	101.0
21	COc1cc2c(cc1OC)C(C)N(S(=O)(=O)c1cn(C)c(C)n1)CC2 (configuration not stated)	47.4	93.0	-6.1	-0.8	97.0
22	Cc1ccc(NC2CCCN(C(=O)CCc3ccncc3)C2)cc1C (configuration not stated)	46.6	112.0	-15.1	nt	103.0
23	OC1CCN(c2c3c(nc4cc(-c5ccc(F)cc5)nn24)CCC3)CC1	21.0	90.0	0.3	0.0	98.0
24	CC(=O)c1cccc(CN2CCCC(N3CCN(c4ccccc4F)CC3)C2)c1 (configuration not stated)	3.1	109.0	-8.5	7.4	101.0

no.	OXTR agonist	MEKK2 mut-MEK5	GalR3 antagonist	NALP1 inh
16	-0.4	19.0	-11.1	21.3
17	1.3	2.0	-6.7	5.4
18	0.6	3.0	-0.2	-18.0
19	0.7	-9.0	-1.1	6.3
20	-0.5	6.0	-0.6	8.0
21	-1.1	-4.0	-3.2	23.7
22	nt	5.0	5.0	-6.9
23	0.4	-1.0	0.3	-13.0
24	-0.1	1.0	-4.1	15.7

# In the list so far, 5 contain a furan ring, fused or not:
no.	canonical_smiles	PHOSPHO1 block	MEKK2 WT-MEK5	GPR7 antagonist	V1aR counter	MEKK3 PB1 HTS
2	COc1cc(OC)cc(C(C(=O)NCc2ccccc2)N(Cc2ccco2)C(=O)c2ccno2)c1 (configuration not stated)	-9.3	122.0	-5.0	0.6	126.0
6	CCC(=O)Nc1ccc(NC(=S)NC(=O)c2oc3ccccc3c2C)cc1	-1.0	96.0	-9.2	1.1	94.0
8	CN1CCN(c2ccccc2NC(=O)c2cc3ccccc3o2)CC1	12.2	112.0	0.1	-0.4	100.0
14	COc1cc2c(cc1NC(=O)CSc1ccc(Cl)cc1)oc1ccccc12	-2.4	133.0	-5.3	0.8	107.0
18	Cc1cccc(S(=O)Cc2ccc(C(=O)N3CCN(C(=O)c4ccco4)CC3)o2)c1 (configuration not stated)	15.4	104.0	-9.1	0.9	101.0

no.	OXTR agonist	MEKK2 mut-MEK5	GalR3 antagonist	NALP1 inh
2	4.7	6.0	nt	-1.3
6	1.0	-1.0	-2.9	37.9
8	-0.1	3.0	-5.3	21.7
14	0.7	21.0	-3.5	34.5
18	0.6	3.0	-0.2	-18.0
